USP1 inh = blocks the human USP1/UAF1 deubiquitinase complex. recombinant USP1/UAF1, Ub-Rhodamine cleavage fluorescence. O94782. Potency, µM (highest dose often 57.1 µM), for the others: at the highest dose activity change, negative = inhibition, usual class: inhibitors. hit rate 0.23% among 390,000. AID 743255; further: potency means the concentration at half of the fitted maximal effect; on the % scale 0 is the no-effect control and ±100 the full control effect; nearly all actives have a fitted effect of over 60% in size; inactives centre near -12
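In this screen, compounds sit with the deubiquitinase complex (1nM) for 15 min at room temperature before Ub-Rho is added at 150nM final. Fluorescence rise is then followed for 6 reads every 60 seconds.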
TrxR1 inh = blocks rat thioredoxin reductase 1; recombinant rTrxR1, NADPH fluorescence consumption, selenite substrate; AID 588453; Potency, µM (highest dose often 114 µM), without a hit: at the top dose activity change, negative = inhibition, usual class: inhibitors; hit rate 1% among 390,000; further: potency means the concentration at half of the fitted maximal effect; on the % scale 0 is the no-effect control and ±100 the full control effect; nearly all actives have a fitted effect of over 65% in size
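Rat TrxR1 (90 nM in the dispensed reagent) was pre-reduced with 400 uM NADPH for 5 min at room temperature, then incubated with compound for 15 min. After 400 uM selenite was added, NADPH fluorescence (Ex 340/Em 450 nm) was followed for 8 min.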
TrxR1 substrate = is turned over as a substrate by rat TrxR1; O89049; Potency, µM (top dose mostly 114 µM), for the others: top-dose activity change, negative = substrate turnover; hit rate 0.01% among 390,000; purified TrxR1 substrate turnover, NADPH consumption readout; AID 588456; further: potency means the concentration at half of the fitted maximal effect; on the % scale 0 is the no-effect control and ±100 the full control effect; nearly all actives have a fitted effect of over 50% in size
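Rat TrxR1, dispensed at 90 nM, was prereduced with 400 uM NADPH (final) for 5 min at ~22 deg C, then incubated with compound 15 min before 400 uM selenite. A first-read NADPH fluorescence drop versus no-compound background flagged substrates.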
D2 antagonist = antagonizes the human D2 dopamine receptor | P14416 | HEK293 TREx D2 cells, calcium flux, dopamine EC80 | inhibition, % at 10 µM | hit rate 2% among 340,000; in the data active means inhibition above about 30%; further: 0% is about no effect
Target sequence (P14416 whole entry, looked up): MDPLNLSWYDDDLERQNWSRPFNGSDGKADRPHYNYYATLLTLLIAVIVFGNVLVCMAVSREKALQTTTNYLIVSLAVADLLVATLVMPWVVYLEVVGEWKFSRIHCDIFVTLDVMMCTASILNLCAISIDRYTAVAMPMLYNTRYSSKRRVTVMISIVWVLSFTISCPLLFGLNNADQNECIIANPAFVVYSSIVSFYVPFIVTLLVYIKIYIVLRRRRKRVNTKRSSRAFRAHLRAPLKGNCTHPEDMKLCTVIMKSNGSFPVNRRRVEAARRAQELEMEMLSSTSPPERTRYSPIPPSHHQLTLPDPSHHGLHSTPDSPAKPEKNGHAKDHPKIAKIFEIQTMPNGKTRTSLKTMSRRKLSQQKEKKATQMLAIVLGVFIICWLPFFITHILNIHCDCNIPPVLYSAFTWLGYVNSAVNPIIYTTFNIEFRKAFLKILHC
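Cells plated overnight at 30 C with tetracycline; no-wash calcium dye, 30–90 min RT; 10 s baseline; compound pinned; 180 s read; EC80 dopamine added; another 180 s read.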
PI4K2A inh = PI4K2A (human) kinase inhibition. Q9BTU6. purified PI4K2A, ADP-Glo luminescence, 1 h; stronger effect = lower value. activity change, negative = inhibition, % at 76.9 µM. hit rate 0.13% among 420,000; in the data active means activity change below about -50%; inconclusive means mostly about -30% to -49%;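 further: -100% = wells without enzyme as full effect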
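Compounds are screened against recombinant PI4K2A using PI as substrate and ATP, the latter dispensed at 300 microM. Reactions run one hour at ambient temperature before ADP-Glo detection; full inhibition defined by wells lacking enzyme.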
TRHR agonist = agonists of human TRH receptor; TRHR cells, calcium flux fluo-8, FDSS agonist mode; activation, % at 2 µM; hit rate 0.18% among 360,000; in the data active means activation above about 30%; further: 0% is about no effect
Target sequence (P34981 whole entry, looked up): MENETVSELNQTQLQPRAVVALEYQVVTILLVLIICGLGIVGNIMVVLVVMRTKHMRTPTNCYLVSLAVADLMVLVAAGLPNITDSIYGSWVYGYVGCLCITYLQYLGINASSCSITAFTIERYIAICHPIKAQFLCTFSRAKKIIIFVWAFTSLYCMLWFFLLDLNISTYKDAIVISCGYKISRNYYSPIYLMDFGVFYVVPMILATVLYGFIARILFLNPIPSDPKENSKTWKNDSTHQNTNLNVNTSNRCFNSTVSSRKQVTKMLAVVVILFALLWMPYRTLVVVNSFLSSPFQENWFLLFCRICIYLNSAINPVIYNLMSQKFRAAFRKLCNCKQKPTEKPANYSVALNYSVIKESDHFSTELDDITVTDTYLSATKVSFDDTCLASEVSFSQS
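Read-out: compound-evoked intracellular calcium rise in TRHR cells, fluo-8 dye, kinetic FDSS fluorescence at 1 s/cycle following a 10-cycle baseline. Cells cultured overnight before dye loading (30 min–1.5 h, RT).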
D2 agonist = activates the human D2 dopamine receptor. P14416. hit rate 0.53% among 340,000. AID 485358. HEK293 T-REx D2 cells, calcium flux agonist mode. activation, % at 2 µM;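 active means activation over 3 SD above normal in the single-dose calcium agonist read, cut at about 30% in these data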; further: 0% is about no effect
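Tetracycline-induced HEK293 T-REx cells with force-coupled D2 receptor, plated overnight at 30 C, loaded with no-wash calcium dye. After a 10 s baseline, compound was pin-added and calcium flux read kinetically for 180 s; calcium rises flagged agonists.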
mIDH1 inhibitor = blocks human mutant IDH1 R132H enzyme. IDH1-R132H enzyme, NADPH consumption, diaphorase/resazurin fluorescence. Potency, µM (top dose mostly 76.6 µM), without a hit: at the top dose activity change, negative = inhibition, usual class: inhibitors. hit rate 0.093% among 390,000; further: potency means the concentration at half of the fitted maximal effect; on the % scale 0 is the no-effect control and ±100 the full control effect; nearly all actives have a fitted effect of over 65% in size
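IDH1-R132H (0.5 ug/mL) preincubated 30 min with compound, then NADPH (0.016 mM) and alpha-KG (2 mM) added; 80 min at RT, pH 7.5. Remaining NADPH coupled via diaphorase/resazurin to fluorescence (540/590 nm); concentration-response curves normalized to no-enzyme control.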
TRHR enhancer = allosteric enhancers of human TRH receptor; P34981; TRHR cells, fluo-8 calcium fluorescence, EC20 TRH enhancement; enhancement, % at 2 µM; hit rate 0.66% among 360,000; in the data active means enhancement above about 30%; further: 0% is about no effect
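TRHR-expressing cells loaded with fluo-8 calcium dye were read kinetically (ex 480/em 530) during compound addition, then stimulated with an EC20 of TRH (10 nM final). Enhancement of the Gq-mediated intracellular calcium response was scored.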
* marks the source's active call; other numbers are inactive results; ? = inconclusive; . = not tested or not shown; & = joins results of further samples; [ ] = another dose, or the depositor's remark. Unless noted, the call rests on the fitted dose curve; in most records, active means well fitted inhibition curve with a large enough effect; inconclusive means small, poorly fitted or top-dose-only effect; inactive means no such curve, though single readings can be large or run the other way.

[1] CCSc1nc2ccccc2n1CCC(=O)O
[2] COc1cccc(COC(=O)c2ccc3c(c2)NC(=O)C(C)S3)c1OC (stereo unspecified)
[3] COc1ccc(-c2csc3nc(C)nc(N4CCC(C)CC4)c23)cc1OC
[4] CCOc1ccc(-c2nc(CSCC(=O)N3CCN(c4cccc(C(F)(F)F)c4)CC3)c(C)o2)cc1
[5] CCC(C(=O)NC(C)(C)C)N(C(=O)Cn1nnc(-c2cccs2)n1)c1cnc2ccccc2c1 (stereo unspecified)
[6] COc1ccc(C/C(N)=N/OC(=O)Cc2ccc(OC)c(OC)c2)cc1

assay / compound | 1 | 2 | 3 | 4 | 5 | 6
USP1 inh | 7% | -1% | -14% | -6% | -19% | -6%
TrxR1 inh | 8% | -4% | 15%[57.1 µM] | 10%[57.1 µM] | 41%[activator][57.1 µM] | 17%
TrxR1 substrate | 4% | -8% | 5% | -4%[57.1 µM] | 13%[57.1 µM] | -3%
D2 antagonist | 45* | 6 | 1 | . | 14 | -8
PI4K2A inh | 15 | 5 | -7 | -3 | 2 | -1
TRHR agonist | 0.1 | -0.1 | 0.8 | 2.0 | -0.1 | -1.4
D2 agonist | -2.3 | 0.1 | -0.1 | 1.2 | 0.0 | 0.5
mIDH1 inhibitor | 2% | 4% | ? | 16% | -2% | 2%
TRHR enhancer | 5 | 11 | -1 | -7 | 4 | 0

[7] CCC(Sc1nc2ccc(C)cc2[nH]1)C(=O)O (stereo unspecified)
[8] CCOc1ccc(N2C(=O)Cc3ccccc3C2=O)cc1
[9] Cc1ccc(CCNC(=O)c2cc3c(=O)oc4ccccc4c3s2)cc1
[10] CCn1cc(SCC(N)=O)c2ccccc21
[11] O=C(CSc1ncccn1)NCCc1ccccc1
[12] COc1cc(C2Nc3cc(C)c(C)cc3NC3=C2C(=O)CC(C)(C)C3)ccc1OC(C)=O (stereo unspecified)

assay / compound | 7 | 8 | 9 | 10 | 11 | 12
USP1 inh | -11% | ? | -15% | -15% | -13% | -12%
TrxR1 inh | 10% | ? | 6% | 2%[57.1 µM] | 13% | -2%
TrxR1 substrate | 1% | -1% | -3% | 9%[57.1 µM] | 5% | -3%
D2 antagonist | 6 | 16 | . | 0 | 7 | 3
PI4K2A inh | -1 | -4 | 0 | -4 | -1 | -1
TRHR agonist | 0.2 | -0.9 | 0.3 | -0.5 | -0.4 | 0.8
D2 agonist | 0.5 | -0.9 | . | 0.6 | 0.0 | 0.0
mIDH1 inhibitor | -1% | -4% | -2% | 16% | 5% | 6%
TRHR enhancer | 1 | 8 | -7 | -4 | -3 | -5

[13] CCC(C)(C(=O)NC1CCCCC1)N(C(=O)CNC(=O)c1ccccc1)c1c(C)n(C)n(-c2ccccc2)c1=O (stereo unspecified)
[14] Cc1ccc(Cl)cc1Nc1nc(-c2sc(NC(=O)C(C)(C)C)nc2C)cs1
[15] O=C(CSc1cn[nH]n1)Nc1ccccc1C(=O)O
[16] Cc1ccc(S(=O)(=O)N2CCN(C(=O)NCc3ccc(C(=O)O)cc3)CC2)cc1
[17] C=CC[C@H]1CC(C)=C[C@H](CC=C)N1C(=O)c1cc(COc2ccccc2SC)on1
[18] Cc1nc2c(-c3ccccc3)c(C)nn2c(C)c1CCC(=O)N1CCN(c2ccccc2)CC1

assay / compound | 13 | 14 | 15 | 16 | 17 | 18
USP1 inh | -11% | ? | ? | -22% | ? | ?
TrxR1 inh | 26%[57.1 µM] | 19%[57.1 µM] | 35% | -10% | -25% | 33%
TrxR1 substrate | 8%[57.1 µM] | -4%[57.1 µM] | 8% | -4% | -18% | 3%
D2 antagonist | 5 | 11 | -12 | 14 | -1 | .
PI4K2A inh | 7 | -2 | 6 | 2 | -2 | 1
TRHR agonist | 0.4 | -0.1 | 0.0 | 1.1 | 2.4 | -0.2
D2 agonist | 0.1 | -0.6 | 0.4 | 1.1 | 1.9 | .
mIDH1 inhibitor | 4% | 0% | -4% | 14% | 5% | -7%
TRHR enhancer | -2 | -3 | -5 | -3 | -2 | 3

[19] COc1ccc(N2C(=O)Cc3cc(OC)c(OC)cc3C2c2ccc(F)cc2)cc1 (stereo unspecified)
[20] CC1C(=O)C(C)C(c2ccco2)NC1c1ccco1 (stereo unspecified)
[21] O=C(O)c1ccc2c(c1)C(=O)N(NC(=O)c1ccc(O)cc1)C2=O
[22] COc1cc(OC)c(C(=O)Nc2ccc3ccccc3c2)cc1OC
[23] Cc1nc2ccccc2n1CC(=O)OCC(=O)Nc1ccc2c(c1)OCCO2
[24] Cc1cc2nn(-c3ccccc3)nc2cc1NC(=O)COc1ccc(Cl)cc1

assay / compound | 19 | 20 | 21 | 22 | 23 | 24
USP1 inh | ? | 6% | 2% | -31% | 6% | -25%
TrxR1 inh | 12% | 14% | 2% | 10%[57.1 µM] | -10% | 13%
TrxR1 substrate | -1% | 8% | 5%[57.1 µM] | -7%[57.1 µM] | -8% | 2%
D2 antagonist | . | 12 | 19 | -2 | 9 | .
PI4K2A inh | 1 | -2 | 1 | 1 | 8 | -6
TRHR agonist | -0.7 | 0.4 | 0.2 | 0.8 | 0.3 | -1.2
D2 agonist | 0.9 | -1.9 | 0.3 | 0.0 | -0.6 | -0.3
mIDH1 inhibitor | -7% | 1% | -2% | 7% | -1% | -3%
TRHR enhancer | -5 | 4 | -3 | -9 | 0 | 3

[25] CCNc1c([N+](=O)[O-])c(=O)n(CC)c2ccccc12
[26] CCOc1ccc(OCc2ccc(C(=O)NCc3cccnc3)o2)cc1
[27] CCCC(CCC(=O)Nc1ccn(-c2ccccc2)n1)C(=O)O (stereo unspecified)
[28] CON(C)S(=O)(=O)c1cccc(C(=O)Nc2ccc(S(=O)(=O)NC3=NCCCCC3)cc2)c1
[29] Cc1ccc(N(CC(=O)NCC2CCCO2)C(=O)CCC(=O)Nc2ccccn2)cc1 (stereo unspecified)
[30] CCSCCC(NC1=CC(=O)CC(C)(C)C1)C(=O)O (stereo unspecified)

assay / compound | 25 | 26 | 27 | 28 | 29 | 30
USP1 inh | -24% | -17% | -6% | -1% | -5% | 0%
TrxR1 inh | 1% | -1% | 17% | 15% | 3%[57.1 µM] | -12%
TrxR1 substrate | -4% | 4% | 2% | -4% | 5%[57.1 µM] | -7%
D2 antagonist | -7 | 10 | 5 | 33* | 7 | -20
PI4K2A inh | 3 | -6 | -5 | 2 | 4 | -5
TRHR agonist | -0.4 | -0.6 | -0.9 | 0.0 | -0.4 | -0.7
D2 agonist | -0.6 | 0.3 | 0.0 | -0.7 | 0.0 | 0.9
mIDH1 inhibitor | 0% | 8% | 5% | 3% | 2% | 0%
TRHR enhancer | -7 | 17 | 13 | -5 | 7 | -6

[31] CC(C(=O)NCc1ccccc1Cl)n1cc([N+](=O)[O-])cn1 (stereo unspecified)
[32] COc1cc(CN2CCN(C(=O)c3cccc4ccccc34)CC2)cc(OC)c1O
[33] O=C(Nc1ccc(COc2ccccc2)cc1)Oc1ccccc1N1CCOCC1
[34] CCc1ccc(-c2cn3nc(-c4ccccc4)cnc3n2)cc1
[35] COc1ccc(CCNC(=O)Cn2nc(C)n3c(cc4occc43)c2=O)cc1OC
[36] COc1ccc(S(=O)(=O)Nc2ccc(S(=O)(=O)Nc3ccc(F)cc3)cc2)cc1C

assay / compound | 31 | 32 | 33 | 34 | 35 | 36
USP1 inh | -18% | -18% | -4% | -12% | 2% | -14%
TrxR1 inh | 32% | 50µM* | 17% | 20% | 3% | 5%[11.4 µM]
TrxR1 substrate | 4% | -1% | 7%[57.1 µM] | 0% | 1% | 5%[11.4 µM]
D2 antagonist | -3 | -6 | 8 | 3 | . | -10
PI4K2A inh | 2 | 0 | -1 | 3 | -4 | 4
TRHR agonist | -0.1 | 0.3 | -0.6 | 0.3 | 1.4 | 0.2
D2 agonist | -1.0 | 0.1 | 0.2 | 2.0 | . | 0.3
mIDH1 inhibitor | 6% | 2% | -1% | -4% | 0% | ?
TRHR enhancer | 5 | -2 | 8 | 8 | 0 | -2

Looked up by structure from the entries so far (4):
[12] COc1cc(C2Nc3cc(C)c(C)cc3NC3=C2C(=O)CC(C)(C)C3)ccc1OC(C)=O (stereo unspecified)
[11] O=C(CSc1ncccn1)NCCc1ccccc1
[1] CCSc1nc2ccccc2n1CCC(=O)O
[22] COc1cc(OC)c(C(=O)Nc2ccc3ccccc3c2)cc1OC

assay / compound | 12 | 11 | 1 | 22
USP1 inh | -12% | -13% | 7% | -31%
TrxR1 inh | -2% | 13% | 8% | 10%[57.1 µM]
TrxR1 substrate | -3% | 5% | 4% | -7%[57.1 µM]
D2 antagonist | 3 | 7 | 45* | -2
PI4K2A inh | -1 | -1 | 15 | 1
TRHR agonist | 0.8 | -0.4 | 0.1 | 0.8
D2 agonist | 0.0 | 0.0 | -2.3 | 0.0
mIDH1 inhibitor | 6% | 5% | 2% | 7%
TRHR enhancer | -5 | -3 | 5 | -9

(more compounds)
[37] O=C1CCN(Cc2ccccc2)CCN1[C@H](CSc1ccccc1)Cc1ccccc1
[38] c1ccc(Cn2nnnc2C(c2ccccc2)N2CCN(c3nc4ccccc4s3)CC2)cc1 (stereo unspecified)
[39] Cc1ccc(S(=O)(=O)C(CNC(=O)C(=O)NCc2ccc(Cl)cc2)c2cccs2)cc1 (stereo unspecified)
[40] O=C(c1cccs1)N1CCCC(c2nc3c(nnn3Cc3cccc(Cl)c3)c(=O)[nH]2)C1 (stereo unspecified)
[41] CCOC(=O)N1CCN(C(=O)CCc2ccc(S(=O)(=O)NCCc3ccccc3)cc2)CC1

assay / compound | 37 | 38 | 39 | 40 | 41
USP1 inh | -32% | -20% | 10% | -14% | -10%
TrxR1 inh | 5%&9% | 23%[57.1 µM] | ? | 5% | 26%
TrxR1 substrate | -1%&4% | 9%[57.1 µM] | 2%[57.1 µM] | 4% | 4%
D2 antagonist | 8 | 8 | . | -6 | -7
PI4K2A inh | 0 | 5 | -2 | -6 | 2
TRHR agonist | -1.1 | 2.5 | 0.0 | -0.3 | -0.8
D2 agonist | -0.1 | -0.7 | 0.1 | 5.6 | -0.6
mIDH1 inhibitor | 3% | 3% | -10% | 2% | 1%
TRHR enhancer | -18 | 1 | -11 | 1 | 2

Screening results (PubChem BioAssay)
